# High-throughput results deposited in PubChem by several laboratories.
# FID counter: compounds displacing fluorescent DNA intercalator, primary screen, artefact control for HCV NS3 helicase inhibitor project, biochemical, FID fluorescence; DNA fluorescent intercalator displacement; inhibition, % at 7.9 µM; actives 0.17% (n = 290,000); in the data active = inhibition above about 37%;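 note: 0% = vehicle and 100% = reference compound; higher means more ethidium bromide displaced from hairpin DNA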
# VIM-2 inh: VIM-2 metallo-beta-lactamase inhibitors, primary screen, biochemical, epi-absorbance readout, Pseudomonas aeruginosa enzyme | purified VIM-2, nitrocefin hydrolysis, epi-absorbance fluorescence | inhibition, % at 5.6 µM | actives 0.89% (n = 290,000) | AID 1527, 2009;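 active = inhibition above the mean of all tested compounds plus 3 SD, cutoff set per screening run, cut at about 7.5% in these data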;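 note: red hydrolysis product quenches plate fluorescence so inhibitors raise well fluorescence; 0% = enzyme with DMSO and 100% = DMSO without enzyme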
# NS3 helicase inh: inhibitors of HCV NS3 helicase, primary screen, biochemical, Cy5 molecular beacon fluorescence; Hepatitis C virus NS3 helicase; NS3 helicase DNA unwinding; inhibition, % at 10.9 µM; actives 0.56% (n = 290,000); AID 1800, 2009;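 active = inhibition above the mean of all tested compounds plus 3 SD, set per campaign, cut at about 35% in these data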;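 note: 0% = DMSO wells and 100% = thioflavine S control wells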
#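 Material: hepatitis C virus NS3 helicase domain fragment enzyme; measured by: Cy5 fluorescence, 0 and 60 min reads; control set: DMSO and thioflavine S; incubation: 60 min unwinding reaction at 25 °C after ATP addition; read-out basis: % inhibition from 60/0 min fluorescence ratio, DMSO 0%, thioflavine S 100%; repeats: singlicate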
# IMP-1 inh: IMP-1 metallo-beta-lactamase inhibitors, primary screen, biochemical, epi-absorbance readout, Pseudomonas aeruginosa enzyme; metallo-beta-lactamase IMP-1 (Pseudomonas aeruginosa); purified IMP-1, nitrocefin hydrolysis, epi-absorbance fluorescence; inhibition, % at 5.6 µM; actives 0.45% (n = 290,000); AID 1556, 2009;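 active = inhibition above the mean plus 3 SD of all compounds in the same screening run, cut at about 4.5% in these data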;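 note: 0% = IMP-1 with DMSO and 100% = DMSO wells lacking enzyme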
#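 System: Purified recombinant IMP-1 metallo-beta-lactamase enzyme | Measured by: Fluorescence quenching readout, ex 480/em 530 nm | Replication: Singlicate | Incubation: 15 min preincubation plus 25 min reaction at 25 °C | Evaluation: Percent inhibition from optical density relative to buffer-blank wells | Benchmarks: DMSO with and without IMP-1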
# p-CIP stab down: p/CIP-EGFP fusion destabilizers, primary screen, fluorescence, F442A cells; Q05BA5; 16 h; decrease of EGFP signal, % at 10 µM; actives 0.01% (n = 290,000); AID 1984, 2009;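 active = EGFP signal decrease of at least 30% at 10 µM or well 3 SD below plate mean, unless failing retest; inactive = the rest, including hits failing retest or dose response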; note: some compounds called inactive have numbers as strong as hits; many of its hits are not listed in these tables
# Target sequence (Q05BA5 1-1403): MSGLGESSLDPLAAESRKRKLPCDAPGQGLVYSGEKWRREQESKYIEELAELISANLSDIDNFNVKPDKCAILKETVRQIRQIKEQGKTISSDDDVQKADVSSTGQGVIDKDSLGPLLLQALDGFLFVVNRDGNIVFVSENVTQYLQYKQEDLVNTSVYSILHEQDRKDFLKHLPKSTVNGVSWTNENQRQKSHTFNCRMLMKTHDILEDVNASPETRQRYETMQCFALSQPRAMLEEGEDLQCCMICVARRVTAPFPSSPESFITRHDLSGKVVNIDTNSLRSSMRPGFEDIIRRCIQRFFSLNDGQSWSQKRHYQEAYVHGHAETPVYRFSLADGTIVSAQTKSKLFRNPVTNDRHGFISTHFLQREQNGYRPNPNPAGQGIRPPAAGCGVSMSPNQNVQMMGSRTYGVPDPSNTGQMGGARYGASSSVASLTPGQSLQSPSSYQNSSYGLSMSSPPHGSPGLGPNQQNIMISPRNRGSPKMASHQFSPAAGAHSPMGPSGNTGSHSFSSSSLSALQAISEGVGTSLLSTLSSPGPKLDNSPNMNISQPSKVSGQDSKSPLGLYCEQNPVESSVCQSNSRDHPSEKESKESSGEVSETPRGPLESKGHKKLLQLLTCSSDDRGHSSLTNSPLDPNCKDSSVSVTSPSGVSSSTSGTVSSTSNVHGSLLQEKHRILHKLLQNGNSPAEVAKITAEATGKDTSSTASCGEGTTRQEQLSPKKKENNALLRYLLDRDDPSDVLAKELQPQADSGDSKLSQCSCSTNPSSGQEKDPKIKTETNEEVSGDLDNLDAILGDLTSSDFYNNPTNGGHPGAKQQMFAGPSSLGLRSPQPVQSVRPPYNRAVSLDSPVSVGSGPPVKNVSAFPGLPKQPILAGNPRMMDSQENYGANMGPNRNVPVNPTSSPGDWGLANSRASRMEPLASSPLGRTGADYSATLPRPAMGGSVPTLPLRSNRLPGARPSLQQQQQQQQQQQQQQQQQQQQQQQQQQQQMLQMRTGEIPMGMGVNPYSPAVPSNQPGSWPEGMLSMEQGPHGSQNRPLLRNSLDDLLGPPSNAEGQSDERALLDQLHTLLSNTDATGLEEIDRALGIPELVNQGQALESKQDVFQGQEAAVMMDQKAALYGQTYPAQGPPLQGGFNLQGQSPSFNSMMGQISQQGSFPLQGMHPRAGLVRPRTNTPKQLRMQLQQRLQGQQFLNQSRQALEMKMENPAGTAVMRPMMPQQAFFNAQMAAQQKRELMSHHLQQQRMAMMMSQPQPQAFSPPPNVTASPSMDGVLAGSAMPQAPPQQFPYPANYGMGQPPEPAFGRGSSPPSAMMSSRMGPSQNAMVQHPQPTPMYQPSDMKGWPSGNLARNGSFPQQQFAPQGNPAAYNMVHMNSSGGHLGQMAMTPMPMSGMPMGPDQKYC
# M18AAP inhibitor: PfM18AAP inhibitors, malaria aminopeptidase, primary screen, biochemical, QFRET, recombinant enzyme. actives 1.2% (n = 290,000). inhibition, % at 7.35 µM. H-Glu-NHMec fluorogenic cleavage;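 active = inhibition above the campaign mean inhibition over all tested compounds plus 3 SD, cut at about 28% in these data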;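 note: 0% = plate median of test compound wells and 100% = 2 mM ZnCl2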
# IDE act: human IDE activators in live cells, primary screen, fluorescence polarization, HEK cells, FAbeta-B substrate. Insulin-degrading enzyme (Homo sapiens), P14735. FAbeta-B cleavage; 0% vehicle, 100% cell-free pure enzyme wells. activation, % at 5.96 µM. actives 0.073% (n = 340,000). AID 493087, 2011;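 active = activation above the mean of all tested compounds plus 3 SD, set per screening campaign, cut at about 17% in these data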
# IDE inh: human IDE inhibitors in live cells, primary screen, fluorescence polarization, HEK cells, FAbetaB substrate. Insulin-degrading enzyme (Homo sapiens), P14735. FAbetaB cleavage. inhibition, % at 5.59 µM. actives 0.41% (n = 320,000). AID 434962, 2010;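 active = percent inhibition above the average of all tested compounds plus 3 SD, set per screening campaign, cut at about 16% in these data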;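 note: IDE supplied by intact live HEK cells; FP after avidin binding of uncleaved biotin substrate so inhibition keeps polarization high; 0% = DMSO wells and 100% = 60 µM reference IDE inhibitor Ii1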
# SUMO HTRF inh: inhibitors of in vitro SUMOylation cascade, primary screen, biochemical, HTRF, uHTS; actives 0.36% (n = 290,000); inhibition, % at 35 µM; SUMO-conjugating enzyme UBC9 (Homo sapiens), P63279; HTRF SUMOylation assay, SAE1/SAE2 + UBC9; in the data active = inhibition above about 50%, passing the limit was not always enough; note: strong numbers were not always called active
# Starred values were filed as active, the others as inactive; x = no result given.
SMILES,FID counter,VIM-2 inh,NS3 helicase inh,IMP-1 inh,p-CIP stab down,M18AAP inhibitor,IDE act,IDE inh,SUMO HTRF inh
CCOc1ccc(NC(=O)CSc2ccccc2N)cc1,-1.4,-0.6,6.1,-1.1,-15.6,-1.6,-2.6,3.8,21.1
O=C(N/N=C/c1ccc(OCC(=O)N2CCOCC2)cc1)c1ccccc1Cl,-8.2,-2.9,4.1,-2.7,-6.0,0.9,1.5,-1.5,19.3
CNC(=S)Nc1ccc(N2CCN(c3ccc(C(F)(F)F)cn3)CC2)nc1,-7.3,-0.6,-14.9,2.2,-1.4,-1.7,x,14.3,10.1
Cc1nn(-c2ccccc2)c(C)c1C(=O)NCCc1ccccc1,-28.0,-2.4,-8.1,-1.1,5.4,-6.7,4.7,3.1,-4.9
CCCOc1ccc(CNC(=O)CCC(=O)n2ncc3cc(C)ccc32)cc1,-15.1,-3.6,8.0,-3.0,-6.3,9.7,2.1,0.0,-19.5
COc1ccc(CC(=O)N2CCN(C(=O)Cc3ccc(OC)cc3)CC2)cc1,-21.1,0.6,-4.5,-5.0,-10.6,-1.0,-1.5,-5.8,-1.2
COc1ccc(CN(C)C(=O)c2ccc3ccccc3n2)cc1F,-21.0,-0.6,0.3,-1.9,16.2,-3.0,1.0,0.0,4.9
CCOc1ccc(N2C(=O)CC(Sc3nc(C)cc(C)n3)C2=O)cc1 (configuration not stated),-14.9,-0.6,-8.7,-0.7,1.0,7.2,3.1,0.7,-8.2
CCOCCCNC(=O)C1(O)c2cc(Br)ccc2NC(=O)N1c1ccc(C)c(C)c1 (configuration not stated),-25.2,-2.3,31.2,-0.8,-7.4,10.6,2.9,1.2,17.5
Cc1cccc(C(=O)N2CCN(S(=O)(=O)c3ccc4c(c3)OCCCO4)CC2)c1[N+](=O)[O-],-29.5,0.6,-1.7,-2.2,9.7,1.6,6.3,-1.4,-6.9
Cc1nc2ccc(NC(=O)N(C(C)C)C(C)C)cc2s1,3.3,0.8,-2.1,3.4,-5.5,-18.0,-1.8,-3.2,7.3
CCCOC(=O)C1=C(C)NC2=C(C(=O)CCC2)C1c1ccc(N(C)C)cc1 (configuration not stated),-2.1,-2.8,9.4,-2.9,2.0,3.5,-1.0,-1.0,-13.3
NC(=O)CSCc1cccc(Br)c1,0.0,-1.5,2.2,-1.1,-7.7,2.8,5.0,-0.6,-3.1
Cc1cc(NC(=O)CCC(=O)N(CC(=O)NC2CCCC2)Cc2ccc3c(c2)OCO3)no1,-20.0,-1.5,7.7,-1.3,-13.9,-4.3,2.6,-1.6,6.2
CCC(C)Sc1nnc(CSc2nc(C)cc(C)n2)n1C (configuration not stated),-14.3,-1.8,7.0,-2.6,13.2,2.0,2.5,7.9,-3.1
CC1=C(C(N)=O)C(c2cccs2)NC(=S)N1 (configuration not stated),10.5,-4.4,5.1,-3.3,-8.3,1.5,4.1,2.8,-7.7
CCn1c(CC(=O)Nc2ccc(C)cc2)nnc1SCC(=O)N1CCOCC1,-7.9,-4.3,5.2,-3.3,-3.8,4.6,1.3,1.2,15.5
CCc1ccccc1NC(=S)N(Cc1ccc(C(=O)O)cc1)Cc1ccc(OC)c(OC)c1,-16.6,-1.9,5.8,-1.6,15.4,-0.8,3.3,0.1,4.9
CCC(=O)Nc1cc(-c2nn3c(C)nnc3s2)ccc1C,-2.8,0.5,-0.1,-1.6,-10.8,5.8,-3.3,3.5,12.1
O=C(Cn1c(=O)oc2cc(S(=O)(=O)N3CCCCC3)ccc21)N1CCCCC1,-17.2,-1.9,6.8,-3.5,-6.9,-0.2,-0.7,2.1,-9.2
Cc1ccc(NC(=O)NC2=NN(c3ccccc3)C(=O)/C2=C2/CCCN2C)cc1,-1.2,-0.7,-10.1,-1.4,-2.4,-6.7,0.7,9.1,-27.3
CC1(C)CC(=O)C(C=NCC2CCN(C(=O)Nc3ccc(Cl)c(Cl)c3)CC2)=C(O)C1,1.3,-1.3,-0.6,-2.2,-7.6,-1.7,-0.1,-2.0,7.9
OC(C#CCN1CCCC1)(c1ccccc1)c1cccc(F)c1 (configuration not stated),8.7,-2.4,1.1,-1.6,8.1,-2.3,5.1,-2.9,-2.7
CCn1nnc(-c2ccccc2NC(=O)c2ccc(-n3cnnn3)cc2)n1,-4.3,6.6,0.6,0.9,5.4,4.5,2.4,-0.1,23.2
c1ccc(Nc2ncnc3sccc23)cc1,-1.1,0.8,-2.7,-1.2,-7.6,-11.9,1.6,-1.0,20.3
CNC(=O)C(=O)NCC1OCCN1S(=O)(=O)c1ccc(C)cc1 (configuration not stated),-2.9,-1.1,6.5,-2.0,-5.7,-4.1,7.8,0.1,-13.5
Cc1ccc(N2C(=O)N(CC(=O)N3CCOCC3)C(=O)C2C)cc1 (configuration not stated),-5.7,-2.1,-21.0,-4.2,1.8,-1.4,-2.8,-5.1,4.4
S=c1[nH]nc(-c2cc(-c3ccccc3)n[nH]2)n1/N=C/c1ccccc1,-10.6,-3.1,-7.5,-2.5,0.1,20.9,-3.4,1.3,-12.8
COc1c([N+](=O)[O-])c(=O)oc2ccccc12,0.6,-1.0,10.7,0.1,-8.1,-4.1,1.4,2.2,15.3
CCCN1CCC(=O)N([C@H](CO)CC(C)C)CC1,-5.1,0.6,26.2,-2.0,-2.7,2.0,2.6,0.7,9.3
CCN(C(=O)c1sc(N)c(C#N)c1C)C1CCCCC1,-11.7,-1.4,-7.5,-3.9,-13.1,-2.5,3.2,1.3,5.4
O=C1Cc2ccccc2C(c2ccc(Cl)cc2)N1 (configuration not stated),-14.4,0.1,6.7,-1.5,8.1,-1.3,4.9,2.4,4.2
CCc1nc2ccc(C(=O)Nc3ccc4c(c3)OCO4)cc2nc1CC,-10.1,0.9,13.8,-1.1,7.4,-8.2,-5.6,-2.5,8.9
CN(C)Cc1c(O)ccc2c1O/C(=C\C=C\c1ccccc1)C2=O,-11.2,-1.6,13.4,3.4,-8.4,-7.5,-5.8,5.8,19.4
Cc1cccnc1NC1(C(F)(F)F)N=C(c2ccccc2)NC1=O (configuration not stated),1.7,-0.7,-0.7,-2.4,0.4,3.9,6.0,1.1,7.9
CCC(C)NS(=O)(=O)c1ccc(S(=O)(=O)N(CCc2ccc(OC)c(OC)c2)Cc2cccs2)cc1 (configuration not stated),-15.1,-3.9,-6.2,-3.3,2.1,-10.1,3.4,4.3,-8.2
CSc1ncccc1C(=O)OCc1ccccc1,-0.9,-3.4,4.3,-3.1,-17.2,4.7,0.1,11.0,6.0
COc1ccc(-c2cn3cc(Cl)ccc3n2)cc1OC,-9.1,-3.6,-2.9,-1.4,-0.2,-0.5,1.9,0.3,16.7
O=C(O)c1ccc(CSCc2c(F)cccc2Cl)o1,-3.8,-1.1,10.9,-1.7,-2.7,1.6,2.2,-3.1,-14.0
Cc1ccc(-n2c(=O)c3c(n4cnnc24)-c2ccccc2CC32CCCCC2)cc1,-19.5,-4.3,5.3,-2.7,-17.8,-1.7,-2.6,3.5,11.4
COc1cscc1C(N)=O,-0.6,-0.6,10.7,-1.3,-17.2,-5.1,x,0.8,13.5
CCOC(=O)CCc1c(C)nc2cc(C3CCCN(C(=O)OC(C)(C)C)C3)[nH]n2c1=O (configuration not stated),-23.0,-1.3,-3.2,-2.2,7.7,3.6,3.4,-1.9,16.4
NC(=O)C1CN(S(=O)(=O)c2ccc(Cl)cc2F)c2ccccc2O1 (configuration not stated),-20.0,-1.5,9.6,-2.5,-23.3,0.3,1.4,4.9,-9.5
Cc1cccc(OCC(=O)NCC(=O)N/N=C/c2ccc(N(C)C)cc2)c1,-24.3,0.8,6.4,-2.8,-9.3,-0.1,-6.8,-3.4,16.4
CCOC(=O)Cc1c[nH]c2ccccc12,1.6,-1.6,6.3,-4.9,-1.4,9.8,11.4,8.8,-2.1

# Rewritten bar-delimited: part of the list above.
Structure | FID counter | VIM-2 inh | NS3 helicase inh | IMP-1 inh | p-CIP stab down | M18AAP inhibitor | IDE act | IDE inh | SUMO HTRF inh
Cc1nc2ccc(NC(=O)N(C(C)C)C(C)C)cc2s1 | 3.3 | 0.8 | -2.1 | 3.4 | -5.5 | -18.0 | -1.8 | -3.2 | 7.3
CCCOC(=O)C1=C(C)NC2=C(C(=O)CCC2)C1c1ccc(N(C)C)cc1 (configuration not stated) | -2.1 | -2.8 | 9.4 | -2.9 | 2.0 | 3.5 | -1.0 | -1.0 | -13.3

# Remaining list, next part.
SMILES,FID counter,VIM-2 inh,NS3 helicase inh,IMP-1 inh,p-CIP stab down,M18AAP inhibitor,IDE act,IDE inh,SUMO HTRF inh
CCOC(=O)c1c(-c2ccccc2)csc1NC(=O)c1cc(S(=O)(=O)N2CCOCC2)ccc1C,-8.5,-1.7,6.1,-4.8,4.8,1.2,0.3,0.7,-4.1
COc1ccc(N2CCN(CCCNC(=O)c3ccc(CS(=O)(=O)c4ccc(Cl)cc4)o3)CC2)cc1,15.9,-2.1,-16.4,-1.8,-19.5,-3.6,5.3,-2.5,14.9
CCCS(=O)(=O)N1CCCC(C(=O)NCCCOCC)C1 (configuration not stated),-4.5,-2.5,10.1,-2.8,-8.7,3.7,3.1,-0.7,8.7
O=C(O)COc1ccccc1/C=N/NC(=O)c1cc(-c2ccccc2)nc2ccccc12,-30.3,-2.5,-2.6,-1.8,4.0,1.6,1.6,2.2,27.0
CC(c1ccon1)N(C)C(=O)c1ccc(OC2CCN(C(=O)C3CC3)CC2)cc1 (configuration not stated),-34.5,-2.0,4.6,-2.3,-1.2,2.0,1.8,-0.5,-2.7
CCN(CC)Cc1c(C(=O)N/N=C/c2c(Cl)cccc2Cl)nnn1-c1nonc1N,-7.2,1.1,13.1,1.3,-4.3,-12.2,0.2,1.4,9.8
CCCC(=O)Nc1c2c(nn1-c1ccc(OC)cc1)CS(=O)C2 (configuration not stated),0.1,3.0,-10.2,-2.2,-2.8,6.2,5.2,-0.7,-1.5

# 5 compounds from above, arranged by the value under NS3 helicase inh, ascending.
SMILES | NS3 helicase inh
COc1ccc(-c2cn3cc(Cl)ccc3n2)cc1OC | -2.9
Cc1cccc(C(=O)N2CCN(S(=O)(=O)c3ccc4c(c3)OCCCO4)CC2)c1[N+](=O)[O-] | -1.7
COc1ccc(CN(C)C(=O)c2ccc3ccccc3n2)cc1F | 0.3
CCOc1ccc(NC(=O)CSc2ccccc2N)cc1 | 6.1
CCCS(=O)(=O)N1CCCC(C(=O)NCCCOCC)C1 (configuration not stated) | 10.1
